Vif inh – blocks HIV Vif function. HEK293T cells, Vif self-association by quenched fluorescence, imaging, 24 h. inhibition, % at 7.49 µM. 0.35% of 340,000 active; in the data active = inhibition above about 50%, passing the limit was not always enough; also: some results filed as inactive read as strong as hits
hiPSC survival – enhancers of human iPSC single-cell survival; survival enhancement, % at 20 µM; AID 602274; hiPSC single-cell survival, ATPlite luminescence; 100% = ROCK inhibitor wells, 0% = DMSO; 0.044% of 360,000 active; in the data active = survival enhancement above about 18%;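 also: cells exposed to compounds for 16 hours before the ATP read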
Glyco luc inh – blocks N-linked glycosylation in D54 reporter cells. D54 ERlucT glycosylation luciferase reporter, 24 h; percent of 100 nM tunicamycin response. reporter increase, % at 12.5 µM. 0.23% of 360,000 active. AID 588692;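 active = mean luciferase reporter signal, scaled so untreated is 0 and the glycosylation-blocking control 100, at or above a set limit in every replicate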;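 also: luciferase carries N-glycosylation sites so blocking glycosylation raises the light; 0% = median of neutral control wells and 100% = median of 100 nM tunicamycin wells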
PDI turbidity – blocks human protein disulfide isomerase activity; PDI insulin aggregation turbidity, A650, 90 min; AID 588391; inhibition, % at 10 µM; 0.052% of 350,000 active;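 active = mean inhibition across replicates of 30% or more, whatever share of single replicates reach that level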;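 also: absorbance from insulin aggregation driven by PDI reduction with DTT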
Target sequence (P07237 whole entry, looked up): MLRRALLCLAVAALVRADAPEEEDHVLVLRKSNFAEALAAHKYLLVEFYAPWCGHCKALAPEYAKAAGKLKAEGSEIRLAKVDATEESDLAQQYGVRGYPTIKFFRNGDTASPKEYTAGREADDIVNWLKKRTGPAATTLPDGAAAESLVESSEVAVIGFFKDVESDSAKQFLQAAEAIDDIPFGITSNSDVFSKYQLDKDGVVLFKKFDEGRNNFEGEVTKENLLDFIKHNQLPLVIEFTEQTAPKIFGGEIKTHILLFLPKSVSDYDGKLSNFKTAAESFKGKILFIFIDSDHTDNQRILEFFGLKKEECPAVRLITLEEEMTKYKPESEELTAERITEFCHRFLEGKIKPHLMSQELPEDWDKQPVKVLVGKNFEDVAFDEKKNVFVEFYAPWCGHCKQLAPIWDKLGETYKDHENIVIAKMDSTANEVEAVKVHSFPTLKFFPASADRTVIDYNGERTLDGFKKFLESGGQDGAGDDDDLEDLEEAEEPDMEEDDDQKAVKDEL
aDG glyco act – alpha-DG glycosylation activation. Pro5-aDG cells, alpha-DG glycosylation AlphaScreen (IIH6); 0% Pro5, 100% B10-LARGE cell signal. activation, % at 10 µM. 0.22% of 360,000 active;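 active = activation of at least 8% versus controls, or a plate z-score of at least 8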;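 also: Pro5 are CHO cells carrying HIG-tagged alpha-DG that lacks glycosylation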
ABCB6 inh MLPCN – human ABCB6 transporter inhibition. Q9NP58. K562-ABCB6 porphyrin accumulation, flow cytometry, 1 h; active compounds read low. fluorescence ratio to DMSO, % at 10 µM. 0.19% of 360,000 active;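 active = fluorescence ratio to DMSO below 75%, the collection mean minus 3 SD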;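 also: signal is porphyrin accumulated inside mitochondria; 100% equals median channel fluorescence of DMSO control wells; lower ratio means ABCB6 inhibition with less porphyrin fluorescence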
H9c2 protect – protects H9c2 cardiomyocytes from peroxide injury | H2O2 injury protection, ATPLite, 2 h | protection from H2O2 cell death, % at 20 µM | 0.63% of 360,000 active | AID 588492;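 active = compounds giving at least 50% protection of heart cells from peroxide-induced death in the single-dose screen, raw or plate-pattern-corrected value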;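 also: 0% = DMSO wells with peroxide and 100% = DMSO wells without peroxide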
CaV13 FRET inh – Disruptors of the CACNA1D IQ motif to Ca2+-dependent inactivation inhibitor domain association, primary screening, Förster resonance energy transfer in intact living …; HEK cells, CFP/YFP FRET ICDI-IQ, plate reader, 10 min; percent FRET-ratio fall versus neutral wells; inhibition, % at 12.3 µM; 0.098% of 340,000 active; AID 743397;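 active = mean replicate inhibition of at least 30% and at least 1% of replicates passing that level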;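 also: 0% = median of the neutral control wells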
Granule exo inh – blocks lytic granule exocytosis; TALL-104 LAMP-1 surface exposure, flow cytometry; cells stimulated with thapsigargin and PMA; inhibition, % at 10 µM; 0.66% of 360,000 active; AID 651702;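 active = inhibition above about 55%, limit read from the data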
m5-HT2A agonist – mouse HTR2A agonism via beta-arrestin recruitment | CHO-K1 mHTR2A beta-arrestin complementation, luminescence; percent of 30 µM serotonin response | activation, % at 7.6 µM | 0.66% of 360,000 active | P35363;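 active = activation above a run cutoff, the mean activation of all tested compounds plus 3 SD, cut at about 14% in these data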;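 also: 0% = plate median of compound wells and 100% = 30 µM serotonin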
Target sequence (P35363 whole entry, looked up): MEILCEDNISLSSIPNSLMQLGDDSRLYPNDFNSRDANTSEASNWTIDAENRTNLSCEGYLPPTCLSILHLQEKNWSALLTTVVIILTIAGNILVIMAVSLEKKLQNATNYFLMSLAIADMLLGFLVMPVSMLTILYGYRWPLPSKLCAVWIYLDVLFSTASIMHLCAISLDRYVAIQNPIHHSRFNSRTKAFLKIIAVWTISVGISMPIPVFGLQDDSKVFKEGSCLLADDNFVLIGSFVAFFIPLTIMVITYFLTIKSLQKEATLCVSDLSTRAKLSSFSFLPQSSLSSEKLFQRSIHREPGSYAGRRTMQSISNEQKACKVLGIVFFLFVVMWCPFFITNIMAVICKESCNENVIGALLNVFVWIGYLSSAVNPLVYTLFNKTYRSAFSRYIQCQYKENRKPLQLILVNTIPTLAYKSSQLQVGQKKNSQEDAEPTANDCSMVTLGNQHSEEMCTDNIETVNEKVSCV
* marks the source's active call; other numbers are inactive results; . = not tested or not shown.

SMILES	Vif inh	hiPSC survival	Glyco luc inh	PDI turbidity	aDG glyco act	ABCB6 inh MLPCN	H9c2 protect	CaV13 FRET inh	Granule exo inh	m5-HT2A agonist
Clc1ccccc1C1CC(c2ccccc2)Nc2ncnn21 (stereo not given)	1	0.9	1	.	0.3	99	6	0	-3	2
O=C(Oc1ccc(=O)n(-c2ccccc2)n1)c1ccc(Cl)cc1	19	0.7	0	-1	-0.4	101	35	-5	0	-2
O=C(Oc1coc(CSc2ncccn2)cc1=O)c1ccccc1[N+](=O)[O-]	4	0.1	1	-3	-0.1	97	48	-6	-7	-2
CC(=O)C1=C(O)CCC1=NCCc1ccccc1	-7	-0.2	1	-6	0.1	100	-2	-7	-3	1
N#Cc1cc(S(=O)(=O)c2ccc(F)cc2)c(N)[nH]c1=O	3	0.1	1	-22	-0.3	99	4	3	-4	4
Cc1cc(CN(C)C(=O)CC2C(=O)NCCN2Cc2ccc(F)c(F)c2)on1 (stereo not given)	-1	0.3	1	-4	-0.6	104	6	-7	5	-3
COc1cccc(OCCn2ccnc2)c1	10	4.3	1	-4	0.5	99	1	-5	-3	-2
CC1(C)NC(=O)N(CC(=O)Nc2ccc(-c3ccccc3)cc2)C1=O	9	2.5	1	4	-0.3	101	-2	-6	-9	-2
O=S1(=O)CCN(Cc2ccccc2Cl)CC1	0	-1.8	2	-1	0.4	93	5	.	7	5
CCC(Sc1nccn1C)C(=O)Nc1nnc(C)s1 (stereo not given)	3	-1.2	1	6	0.9	92	1	-6	0	-3
CCOC(=O)c1ccc(NC(=O)N2CCN(Cc3ccccc3)CC2)cc1	0	1.9	-5	24	0.7	87	0	-19	0	-3
Cc1ccc(Nc2ccncc2S(N)(=O)=O)cc1	5	-0.3	-2	-3	0.1	97	-2	-2	6	3
Cc1nnc(SCc2ccccc2)[nH]c1=O	-2	2.6	0	-10	0.3	94	-3	-5	-4	6
O=C(Nc1ccc(N2CCOCC2)c(Cl)c1)c1ccccc1Cl	6	-0.8	0	2	-0.1	93	-3	-3	-10	1
CC(=O)Nc1ccc(N2CCC(C)CC2)c([N+](=O)[O-])c1	0	-1.5	-5	2	-0.3	102	-5	-5	-2	4
CS(=O)(=O)N(CC(=O)Nc1ccccc1C(=O)NCc1ccco1)c1ccc2c(c1)OCCO2	-3	1.2	8	-4	-0.1	111	8	-8	6	-2
Clc1ccc(Nc2ncnc3c2cnn3-c2ccccc2)cc1	-5	0.3	-2	16	0.2	99	-38	-7	5	-6
Cc1nc2cc(NCc3cc([N+](=O)[O-])ccc3O)ccc2n1Cc1ccccc1	10	-0.7	-1	-5	0.1	96	2	3	16	-6
O=C(CC1C(=O)NCCN1Cc1ccc(F)c(F)c1)NCCn1cccn1 (stereo not given)	6	-0.7	0	-3	-0.2	75	8	-4	0	0
O=c1c2ccccc2cnn1-c1ccc2ccccc2c1	-3	-1.9	-17	0	0.0	83	-12	-3	-3	-4
CCOC(=O)C1=NN(c2ccccc2)C2=NC(C)=C(C(=O)OC)C(c3ccc(C)cc3)N12 (stereo not given)	4	-0.7	-7	-2	0.5	100	12	-9	-2	3
O=C(NNc1nc(-c2ccc(Cl)cc2)cs1)c1ccco1	3	-1.7	4	18	-0.6	94	-4	-18	3	0
CCOC(=O)CN1CC23C=CC(O2)C(C(=O)NCCc2ccccc2)C3C1=O (stereo not given)	4	0.2	-1	.	0.1	95	0	0	-3	-3
N/C(=N\OC(=O)c1ccccc1Br)c1ccc([N+](=O)[O-])cc1	-5	-0.4	1	-7	-0.1	103	-2	-19	-4	4
O=S(=O)(NCc1ccc2c(c1)OCO2)c1c(F)cc(F)cc1Br	9	-0.5	2	-10	0.2	98	0	-7	-6	4
O=C(CCC(=O)N1CCOc2ccccc21)Nc1ccc(F)cc1F	6	-1.1	0	.	-0.1	98	12	-3	6	1
COC(=O)c1scc(C)c1S(=O)(=O)Nc1ccc(C)cc1	-2	0.8	0	12	-0.1	101	-2	-4	-6	-6
COc1cccc(CN2CCCC(N3CCc4ccccc4C3)C2)c1O (stereo not given)	-4	-0.3	2	10	0.8	98	8	-4	20	-1
COc1cccc(NC(=O)CN(C)C(=O)Cc2ccc3c(c2)OCCO3)c1	3	-0.3	1	6	0.0	99	2	-8	-2	1
Cc1ccc(S(=O)(=O)NC(=O)Nc2ccccc2)cc1	9	2.4	4	2	-0.2	93	4	5	0	-4
COC(=O)CCn1nnc(-c2cccs2)n1	13	3.7	1	-5	-0.3	101	-2	-7	-4	2
C[C@H]1CN([C@@H](C)CO)C(=O)CCCn2nncc2CO[C@H]1CN(C)C(=O)c1cc(-c2ccccc2)on1	-5	-2.1	2	-10	0.4	109	14	-5	5	1
CC1=CC(C)C2C(=O)N(c3ccccc3)NC(=O)C2C1 (stereo not given)	8	0.8	4	7	-0.4	101	5	-2	-2	-3
CC(Nc1n[nH]c(=O)[nH]c1=O)C(=O)N/N=C/c1ccccc1 (stereo not given)	-1	0.8	0	7	0.1	97	6	-2	0	5
Cc1ccc(S(=O)(=O)NC2CC(C)(C)NC(C)(C)C2)cc1C	24	-0.5	-3	1	-0.1	96	1	-16	10	1
CCOc1ccc(OCc2ccc(C(=O)Nc3cccnc3)cc2)cc1	-16	0.1	-5	3	-0.2	80	-14	-5	0	-1
CCOC(=O)c1cc(C)nn1-c1nc(Cl)cc(OC)n1	-5	-0.4	0	-4	0.2	100	-5	-2	3	-1
COc1ccc(-c2cc(CNS(=O)(=O)c3ccc(NC(C)=O)cc3)on2)cc1	5	0.2	-2	2	-0.5	98	-2	.	7	-5
O=C(COc1ccc2c3c(c(=O)oc2c1)CCC3)NCCCN1CCOCC1	-3	0.6	2	1	0.1	94	0	-3	0	-3
CC1CC(C)CN(C(=O)/C(=C\c2ccccc2)c2ccccc2)C1 (stereo not given)	-3	0.0	-4	-9	0.0	98	-14	-6	0	1
CC1CCCC(C)N1/N=C/c1cccc(Br)c1 (stereo not given)	-8	-0.1	-1	2	0.0	104	0	-5	-12	3
Cc1cccc(-c2ncc(CN3CCC(CO)(CCCc4ccccc4)CC3)cn2)c1	2	-0.4	-3	10	0.2	96	-8	-1	2	-3
O=C(Nc1ccccc1NS(=O)(=O)c1ccc(F)cc1)C1CCC1	10	0.0	1	7	0.1	99	3	1	1	-3
C=CCc1cccc(C=Nc2cc(Br)ccc2O)c1O	4	-1.5	-4	2	0.6	91	6	-7	2	0
Cc1cc(C)c(C#N)c(SCC(=O)C2CC2)n1	1	-0.6	3	8	-0.1	104	0	-5	-1	3
CCCCCCCCCCC(C(=O)O)C1(C(=O)O)CCC(=O)O1 (stereo not given)	15	1.5	0	.	-0.3	110	4	.	-6	3
CS(=O)(=O)N1CCc2cc(C(=O)O)ccc21	-18	2.8	2	-5	0.0	104	-4	.	-2	2
Cc1cccn2c(=O)c3cc(C(=O)NCCc4ccccc4)sc3nc12	-1	2.8	1	12	0.0	100	12	-8	92*	-4
COc1cc(NC(=S)NC(C)(C)C)c(OC)cc1Cl	-4	1.6	-1	4	1.0	88	-6	-6	2	-1
Cc1nn(C(C)C(=O)NCCC2=CCCCC2)c(=O)c2nn(-c3ccccc3)c(C)c12 (stereo not given)	-1	-0.5	2	-14	0.1	97	-1	-3	55	-5
Cc1ccc(S(=O)(=O)N2CCC(=O)N(CCOCc3cccc(Cl)c3)CC2)cc1	-4	5.6	0	0	0.4	94	-4	-4	-8	1
CCOC(=O)[C@]12CCCC=C1N(Cc1cccc3ccccc13)C(=O)[C@H](CC(=O)NCc1ccccc1)C2	.	0.0	.	.	-0.3	95	.	-2	3	2
O=C(COC(=O)CNC(=O)c1ccc(Cl)cc1Cl)NCc1ccco1	7	3.0	0	-1	0.2	97	4	-2	0	-2
O=S(=O)(Nc1cccc(F)c1)c1cccc2nsnc12	-7	-0.7	1	1	-0.2	95	-1	-2	16	-4
CC1CCC(NC(=O)CCS(=O)(=O)c2ccc3c(c2)NC(=O)CS3)CC1 (stereo not given)	5	-0.4	1	-27	-0.3	95	-7	-2	-4	1
O=C(O)c1ccc(S(=O)(=O)Nc2ccc(O)c(Sc3nc4ccccc4s3)c2)cc1	14	-0.1	1	2	-0.2	100	12	-5	-2	5
CCOC(=O)c1cc(-c2ccccc2)sc1NC(=O)C(C)Sc1nnc(N)s1 (stereo not given)	-6	1.9	-9	-2	-0.1	97	-7	-2	6	-4
CCOC(=O)N1CCC(N(CCN(C)C)C(=S)Nc2cc(Cl)cc(Cl)c2)CC1	-2	0.1	0	-3	0.1	98	5	7	5	0
O=C(CCCOC(=O)c1ccc(O)cc1O)c1ccccc1	0	0.3	-5	7	0.0	95	-8	-2	0	-1
O=C(COC(=O)c1cc([N+](=O)[O-])ccc1NCCO)Nc1cccnc1Cl	6	0.3	0	-4	-0.3	93	20	-6	-3	-3

Among those listed so far, 4 contain bromine.
SMILES	Vif inh	hiPSC survival	Glyco luc inh	PDI turbidity	aDG glyco act	ABCB6 inh MLPCN	H9c2 protect	CaV13 FRET inh	Granule exo inh	m5-HT2A agonist
N/C(=N\OC(=O)c1ccccc1Br)c1ccc([N+](=O)[O-])cc1	-5	-0.4	1	-7	-0.1	103	-2	-19	-4	4
O=S(=O)(NCc1ccc2c(c1)OCO2)c1c(F)cc(F)cc1Br	9	-0.5	2	-10	0.2	98	0	-7	-6	4
CC1CCCC(C)N1/N=C/c1cccc(Br)c1 (stereo not given)	-8	-0.1	-1	2	0.0	104	0	-5	-12	3
C=CCc1cccc(C=Nc2cc(Br)ccc2O)c1O	4	-1.5	-4	2	0.6	91	6	-7	2	0

Carrying on:
SMILES	Vif inh	hiPSC survival	Glyco luc inh	PDI turbidity	aDG glyco act	ABCB6 inh MLPCN	H9c2 protect	CaV13 FRET inh	Granule exo inh	m5-HT2A agonist
Cc1ccc(CN2CCS(=O)(=O)CC2)cc1	20	3.3	1	-9	-0.3	90	-1	-7	-1	-3
COCCN(C(=S)Nc1ccc(C)c(C)c1)C(C)c1ccco1 (stereo not given)	9	-0.5	-3	-3	0.0	101	-3	-6	2	1
COc1ccc(/C=C2\SC(=S)N(NC(=O)c3csc4c3CCCC4)C2=O)cc1	.	-1.1	-1	-22	-0.1	93	-2	.	-2	4
CCOc1cc(C2c3c(n[nH]c3C)C(=O)N2c2ccc(C)cc2)ccc1O (stereo not given)	0	0.4	-3	11	0.1	100	12	.	2	-1
COC(=O)CSc1nc(C)cc(N2CCOCC2)n1	4	-0.3	2	15	0.0	105	1	-13	0	1
COc1ccccc1N(CC(=O)NC1CCCC1)C(=O)CNC(=O)c1cccs1	-7	-0.3	2	-8	0.0	95	-2	-7	-13	-1
CC1=CC(C)(C)N(C(=O)CNC2CCCCC2)c2cc(C)ccc21	3	-0.6	-2	0	0.3	106	-4	-7	-2	-1
CC(C)[C@H](NC(=O)N1CCn2c1nc1ccccc12)C(=O)NC1CC1	1	-0.2	1	-4	-0.1	101	1	-3	-3	3
c1c(CC2CCCC2)nnn1C[C@H]1CC[C@@H]([C@@H]2CC[C@H](Cn3cc(CC4CCCC4)nn3)O2)O1	-1	5.4	-1	7	0.0	97	11	-11	-4	-1
COC(=O)Cc1c(C)nc2nc(NCc3cccc([N+](=O)[O-])c3)[nH]n2c1=O	10	0.7	1	-4	0.0	101	1	-4	-2	2
COc1ccccc1CNC(=O)C1(C)CCN1C(=O)Cc1ccc(-c2ccccc2)cc1 (stereo not given)	-16	0.7	-3	-4	0.7	100	-9	-5	12	-5
